# Screening results: PubChem, several laboratories
# Yfh1-depleted yeast: enhancers of respiration in Yfh1-depleted yeast, dose response, Friedreich's ataxia, plus single-dose screen (AID 1465); S. cerevisiae Yfh1-off respiration, WST-1 reduction, 72 h; higher fold induction means a stronger effect; fold induction at 50 µM, or EC50 in µM where a hit was titrated; actives 0.074% (n = 220,000);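 active means fold induction of absorbance versus untreated yeast above a set limit, then at least 30% activation at any dose in follow-up; inconclusive means repeats straddling the limit, or above it without dose testing; inactive means fold induction below the set limit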;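 further: activators that raise dye reduction in frataxin-depleted yeast; strong numbers were not always called active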
# PhoP inhibition: inhibitors of PhoP regulon expression, primary screen, Salmonella Typhimurium, GFP reporter (AID 1863); S. Typhimurium PhoP-regulated promoter GFP reporter, 4 h; higher % means a stronger effect; inhibition, % at 50 µM, or IC50 in µM where a hit was titrated; actives 0.16% (n = 300,000);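 active means inhibition over 29.93%, a cutoff 3 SD above the screen mean, later confirmed by dose response; inconclusive means inhibition over 29.93% but no dose response follow-up; inactive means inhibition at most 29.93% or unconfirmed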;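 further: 0% = low Mg2+ inducing control and 100% = high Mg2+ repressing control; strong numbers were not always called active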
# SIAH1 antagonists: Siah-1 peptide-binding antagonists, primary screen, biochemical, fluorescence polarization, rhodamine-plectin, uHTS (AID 1817); one-dose displacement, % at 20 µM; IC50 in µM for titrated hits; actives 0.02% (n = 290,000); Siah-1 / rhodamine-plectin peptide fluorescence polarization; higher % means a stronger effect;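 active means displacement of at least 50% at 20 µM, with a fluorescence ratio check between 0.3 and a set limit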;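 further: plate controls were Siah plus tracer with DMSO for no effect and tracer alone without Siah for full effect; strong numbers were not always called active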
# XIAP displacement: XIAP antagonists, biochemical, IAP family, fluorescence polarization (AID 1018) | actives 0.007% (n = 200,000) | displacement, % at 20 µM; hits with a dose series show IC50 in µM | E3 ubiquitin-protein ligase XIAP (Homo sapiens) | XIAP BIR domain, fluorescence polarization peptide displacement; higher % means a stronger effect; in the data active means displacement above about 50%; further: a part of the inactive calls stands beside numbers as strong as those of hits
# M17LAP inhibition: P. falciparum M17LAP inhibitors, primary screen, biochemical, fluorogenic H-Leu-NHMec substrate, 1536-well (AID 1619); one-dose inhibition, % at 30 µM; IC50 in µM for titrated hits; actives 0.38% (n = 220,000); recombinant M17LAP, H-Leu-NHMec fluorogenic kinetic assay; higher % means a stronger effect;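 active means compound inhibiting the enzyme by more than half at any dose during confirmatory dose-response retesting; inconclusive means strong single-dose inhibitors picked by rank but not retested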;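 further: plate controls were full reaction with DMSO carrier for no effect and no enzyme background for full effect; strong numbers were not always called active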
# West Nile antiviral: West Nile virus antiviral activity, cell-based, CPE readout (AID 1621); West Nile virus-infected cells, CPE inhibition; higher % means a stronger effect; CPE inhibition, % at 10 µM; hits with a dose series show IC50 in µM; actives 0.02% (n = 290,000); in the data active means a potency from the dose series; inconclusive means CPE inhibition mostly from about 3.7% at the one dose, without a potency; inactive means the rest, 99 in 100 with CPE inhibition below about 2.2%; further: strong numbers were not always called active
# CSM14.1 death rescue: rescue of cells from ER stress-induced death, primary screen, 384-well, CSM14.1, thapsigargin, ATP luminescence (AID 1222) | 190,000 tested, under 10 active | CSM14.1 thapsigargin-induced death rescue, ATP luminescence; higher % means a stronger effect | one-dose cellular ATP content (survival), % at 20 µM; EC50 in µM for titrated hits;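 active means EC50 below 50 µM in the dose-response confirmation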;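 further: death triggered by thapsigargin at about 15 µM added after 2 h compound pretreatment; cell ATP read after overnight thapsigargin exposure of roughly 18 to 22 hours; normalized against plate controls of thapsigargin alone and 5% DMSO vehicle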
# human PMI inhibitors: human PMI inhibitors, high substrate, primary screen, biochemical, fluorescence intensity, high mannose 6-phosphate (AID 1220); recombinant PMI enzyme, coupled fluorescence intensity; higher % means a stronger effect; inhibition, % at 20 µM, or IC50 in µM where a hit was titrated; actives 0.66% (n = 190,000); in the data active means inhibition above about 50%
# P. falciparum M1AAP: P. falciparum M1AAP inhibitors, biochemical, fluorogenic H-Leu-NHMec substrate, 1536-well (AID 1445); Aminopeptidase N (Plasmodium falciparum (isolate 3D7)); recombinant M1AAP, H-Leu-NHMec fluorogenic kinetic assay; higher % means a stronger effect; one-dose inhibition, % at 30 µM; IC50 in µM for titrated hits; actives 0.42% (n = 220,000);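 active means primary inhibition above the hit cutoff, then over 50% inhibition at one or more dose response concentrations, cut at about 23% in these data, passing the limit was not always enough; inconclusive means conflicting primary data, or primary hits not chosen for dose response; inactive means low primary inhibition, or under 50% at every dose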;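 further: plate controls were DMSO full reaction for no effect and no enzyme background for full effect; strong numbers were not always called active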
# Starred values were filed as active, the others as inactive; i = inactive; u = inconclusive; x = no result given. Compounds as they come. About 1.6% of those tested had a hit in this group.
SMILES,Yfh1-depleted yeast,PhoP inhibition,SIAH1 antagonists,XIAP displacement,M17LAP inhibition,West Nile antiviral,CSM14.1 death rescue,human PMI inhibitors,P. falciparum M1AAP
Cc1ccc(CCN2C(=O)c3ccccc3C2C(=O)NCc2cccnc2)cc1 (stereo unspecified),i,6%,1%,-6.5%,12%,-0.7%,x,3%,-1%
Cc1cccc(NC(=S)N/N=C/c2ccc([N+](=O)[O-])s2)c1,i,0%,-3%,-4.1%,19%,1.0%,2.6%,-93%,-2%
Clc1ccc(OCc2nc(-c3ccccn3)n[nH]2)cc1,i,-7%,-5%,-3.2%,1%,2.2%,-3.1%,-10%,-9%
Oc1c(Br)cccc1/C=N/Nc1c(F)c(F)c(F)c(F)c1F,i,-25%,-3%,-6.1%,-3%,-1.4%,-0.6%,-2%,8%
COc1ccc(-c2cc3ccccc3n2CC(O)Cn2nc(C)cc2C)cc1 (stereo unspecified),i,2%,-3%,-6.4%,12%,-0.1%,-0.8%,12%,9%
COC(=O)[C@@H]1C[C@H]2CC[C@H](O)C[C@H]2N1Cc1ccc(Cl)cc1,i,-9%,2%,x,0%,-0.2%,x,x,8%
Cc1ccc(NC(=O)C(=O)NCCN2CCN(C(=O)C(c3ccccc3)c3ccccc3)CC2)cc1,i,9%,6%,-1.2%,-13%,0.5%,-0.8%,1%,7%
CCOc1cc(/C=C2/NC(=O)N(CC(=O)Nc3cccc(C)c3)C2=O)ccc1OC,u,23%,-2%,-7.9%,-2%,0.8%,8.4%,9%,-7%
Cc1cc(C)n2nc(SCc3nnc(SCc4ccccc4)s3)nc2n1,i,-11%,1%,0.4%,-7%,-1.1%,-2.2%,-1%,1%
CCOC(=O)c1cc2cc(CC(=O)c3ccc(OCC)cc3O)ccc2o1,i,-2%,0%,-4.4%,4%,0.0%,-4.1%,3%,2%
CCCCN(CC)C(=O)CSc1cc(=O)n(C)c2ccccc12,i,6%,4%,-0.2%,10%,-0.4%,-1.0%,5%,6%
COc1cc([C@@H]2c3cc4c(cc3[C@@H](NC3CCN(Cc5ccccc5)CC3)[C@H]3COC(=O)[C@H]23)OCO4)cc(OC)c1O,i,19%,-10%,x,2%,-1.7%,x,x,-7%
NNC(=S)NC1CCS(=O)(=O)C1 (stereo unspecified),i,3%,2%,x,4%,-0.1%,x,x,4%
Cc1cccc(NC(=O)c2cccs2)n1,i,12%,3%,-3.1%,-1%,-0.2%,0.9%,-6%,-4%
CC(=O)Nc1ccc(S(=O)(=O)Nc2ccc3c(c2)OCCO3)cc1Cl,i,2%,-2%,x,8%,-0.2%,x,x,1%
Nc1ncnc(Nc2c(F)cccc2F)n1,i,-4%,4%,x,2%,-0.1%,x,x,2%
CC(Oc1ccccc1F)C(=O)/C=C/N(C)C (stereo unspecified),i,-3%,6%,-1.4%,6%,0.5%,1.4%,-9%,7%
COc1ccc(CNC(=O)COC(=O)c2ccccc2C(=O)c2ccccc2)cc1,i,-5%,-5%,-6.8%,1%,-0.2%,1.2%,2%,10%
c1ccc(-n2c(Cc3cn4ccsc4n3)nnc2N2CCOCC2)cc1,i,10%,4%,-4.2%,9%,-0.7%,0.8%,-16%,3%
Cc1ccc(C)c(OCCOCCN2CC(C)OC(C)C2)c1C (stereo unspecified),i,-12%,3%,-0.1%,23%,-0.3%,0.8%,-14%,4%
CCCN(CCC)C(=O)CSc1nc2c(sc(=S)n2-c2ccc(OCC)cc2)c(=O)[nH]1,i,-11%,9%,-1.6%,30%,0.0%,-1.8%,2%,68µM*
CC(C)CC(=O)Nc1ccccc1N1CCN(c2ccc(F)cc2)CC1,i,3%,0%,-3.0%,18%,-0.9%,0.8%,17%,11%
CCOc1ccc(-c2c(=O)n(OCc3nc4ccccc4[nH]3)c3ccccc3[n+]2[O-])cc1,i,-6%,2%,x,2%,-0.5%,x,x,5%
CC1=Nc2ccccc2/C1=C\c1nc(-c2ccc(C(F)(F)F)cc2)oc1O,i,-13%,36%,73%,-2%,-0.1%,0.7%,0%,11%
CC(/C=C/c1ccccc1)=N\NC(=O)c1cc(C)[nH]n1,i,8%,2%,0.8%,1%,-0.2%,-1.0%,-4%,4%

# Some entries already given, limited to West Nile antiviral, CSM14.1 death rescue and Yfh1-depleted yeast:
Compound	West Nile antiviral	CSM14.1 death rescue	Yfh1-depleted yeast
Nc1ncnc(Nc2c(F)cccc2F)n1	-0.1%	x	i
CC(Oc1ccccc1F)C(=O)/C=C/N(C)C (stereo unspecified)	0.5%	1.4%	i
COc1ccc(CNC(=O)COC(=O)c2ccccc2C(=O)c2ccccc2)cc1	-0.2%	1.2%	i
c1ccc(-n2c(Cc3cn4ccsc4n3)nnc2N2CCOCC2)cc1	-0.7%	0.8%	i
Cc1ccc(C)c(OCCOCCN2CC(C)OC(C)C2)c1C (stereo unspecified)	-0.3%	0.8%	i
CCCN(CCC)C(=O)CSc1nc2c(sc(=S)n2-c2ccc(OCC)cc2)c(=O)[nH]1	0.0%	-1.8%	i
CC(C)CC(=O)Nc1ccccc1N1CCN(c2ccc(F)cc2)CC1	-0.9%	0.8%	i

# Back to the main list with the three entries that preceded the break.
SMILES,Yfh1-depleted yeast,PhoP inhibition,SIAH1 antagonists,XIAP displacement,M17LAP inhibition,West Nile antiviral,CSM14.1 death rescue,human PMI inhibitors,P. falciparum M1AAP
CCOc1ccc(-c2c(=O)n(OCc3nc4ccccc4[nH]3)c3ccccc3[n+]2[O-])cc1,i,-6%,2%,x,2%,-0.5%,x,x,5%
CC1=Nc2ccccc2/C1=C\c1nc(-c2ccc(C(F)(F)F)cc2)oc1O,i,-13%,36%,73%,-2%,-0.1%,0.7%,0%,11%
CC(/C=C/c1ccccc1)=N\NC(=O)c1cc(C)[nH]n1,i,8%,2%,0.8%,1%,-0.2%,-1.0%,-4%,4%
Cc1cccc(N2C(=O)CC(N3CCN(Cc4ccc5c(c4)OCO5)CC3)C2=O)c1 (stereo unspecified),i,10%,3%,-6.8%,2%,0.2%,-0.5%,9%,-5%
CCOC(=O)c1ccc(NC(=O)CSCc2ccco2)cc1,i,-10%,3%,-1.9%,36%,0.0%,0.8%,10%,14%
Cc1c(NC(=O)c2cccc(-c3cc4ccccc4oc3=O)c2)cccc1-c1nc2ncccc2o1,i,-18%,10%,-2.3%,3%,0.7%,1.5%,2%,14%
Nc1cc2nc3ccccc3oc-2cc1=O,i,-5%,10%,x,7%,-1.0%,x,x,11%
Cc1ccc(-c2c(C(=O)NCc3ccc(F)cc3)oc(=O)c3ccccc23)cc1,i,12%,3%,-12%,-6%,-0.6%,3.2%,20%,-1%
COc1ccc(CCN2C(=O)C3CC(C)=C(C)CC3C2=O)cc1OC (stereo unspecified),i,8%,6%,-3.9%,1%,-1.5%,-1.6%,-6%,4%
O=C(CSc1nnc(-c2ccc(S(=O)(=O)N3CCCC3)cc2)o1)NCC1CCCO1 (stereo unspecified),i,6%,10%,-7.8%,-2%,-0.2%,-0.6%,3%,4%
CC(C)CNS(=O)(=O)c1cc(C(=O)OCC(=O)c2ccc3c(c2)OCCO3)c(Cl)cc1Cl,i,12%,7%,-3.0%,9%,-0.8%,-1.5%,-10%,-2%
N#Cc1cc2c(=O)n3ccccc3nc2n(CCCN2CCOCC2)c1=O,i,-2%,8%,-3.3%,-210%,0.2%,-1.6%,9%,u
CN(C)CCCOC(=O)c1ccc(Cl)cc1Cl,i,24%,-2%,-6.0%,-4%,-0.1%,-1.7%,3%,-5%
CC1Nc2nc(NC(=O)C(C)(C)C)[nH]c(=O)c2N(C)C1C (stereo unspecified),i,-2%,2%,-10%,9%,-0.4%,-0.8%,5%,6%
O=C(NCC(=O)N1CCN(S(=O)(=O)c2cccs2)CC1)c1ccc(Cl)cc1,i,-9%,0%,-3.3%,5%,-0.7%,-0.2%,5%,-1%
Cc1cc(/C=C2/C(=O)NN(c3ccccc3)C2=O)c(C)n1-c1cccc(O)c1,i,18%,28%,-8.8%,8%,-0.1%,-7.2%,14%,15%
Cc1nn(C)c(C)c1/C=N/O,u,4%,2%,2.5%,3%,0.3%,-1.4%,-3%,-6%
COC(=O)c1sc(OC)cc1OCc1ccc(C)cc1,i,-4%,1%,-3.5%,19%,-0.2%,-0.2%,2%,2%
Cc1cc(C)c(C#N)c(SCc2ccccc2C)n1,i,4%,-2%,-1.8%,-2%,0.0%,-2.6%,9%,7%
Cc1oc(-c2ccc(Cl)cc2)nc1CS(=O)CC(=O)NCCCN(C)C1CCCCC1 (stereo unspecified),i,-9%,4%,-5.2%,1%,-0.4%,0.9%,0%,0%
Fc1ccc(C2=CC(c3cccs3)n3nnnc3N2)cc1 (stereo unspecified),i,-13%,13%,x,6%,-0.1%,x,x,7%
CC(=O)Nc1ccc(-c2nnc(SCC(=O)c3ccc4c(c3)Cc3ccccc3-4)n2C)cc1,i,-4%,0%,x,3%,-0.5%,3.2%,-25%,5%
CCOC(=O)c1ccc(NC(=O)C2CC(=O)N=C(N)S2)cc1 (stereo unspecified),i,x,8%,-2.1%,x,0.0%,-0.7%,11%,x
COc1ccc(NC(=O)NCc2ccco2)c(OC)c1,i,-6%,14%,-1.8%,-2%,-0.4%,3.0%,-5%,1%
CCOc1ccc(-c2csc(NC(=O)CSCC(=O)O)n2)c2ccccc12,i,1%,2%,-6.8%,38%,-0.5%,1.4%,42%,2%
COc1cccc(-c2nnc(-c3ccc(C)o3)o2)c1,i,4%,5%,-5.3%,-18%,0.1%,-7.3%,-12%,3%
COc1cccc(NC(=O)C2C3C=CC4(O3)C2C(=O)N(C2CC2)C4C(=O)NC2CCCCC2C)c1 (stereo unspecified),i,-19%,-1%,-4.4%,18%,-0.2%,-0.6%,4%,9%
Cc1c(C(=O)Nc2cccc([N+](=O)[O-])c2)csc1-c1ccccc1,x,-25%,6%,-3.8%,7%,x,-3.5%,1%,-6%
